PRMT1 FP inh: blocks human protein arginine methyltransferase 1; Q99873; recombinant PRMT1, activity-based probe fluorescence polarization; inhibition, % at 2.79 µM; hit rate 1.3% among 370,000; AID 652257;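 active = inhibition above about 21% made by adding two undisclosed values, limit read from the data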
HTRA1 inh: HTRA1 (human) protease inhibition. Q92743. recombinant HTRA1, FP-rhodamine activity-based probe, fluorescence polarization. inhibition, % at 5.96 µM. hit rate 0.5% among 340,000. AID 504803; in the data active = inhibition above about 36%;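 also: 0% = enzyme with DMSO and 100% = wells lacking enzyme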
SIAE primary: blocks human sialic acid acetylesterase; Q9HAT2; hit rate 0.69% among 370,000; inhibition, % at 9.66 µM; SIAE FP-Rh probe binding, fluorescence polarization;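 active = inhibition above a cutoff: mean of compounds within the control limits plus 3 SD of those, cut at about 17% in these data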;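 also: 0% = plate median of compound wells and 100% = probe without SIAE protein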
LEDGF integ inh: blocks HIV-1 LEDGF/p75-dependent DNA integration; hit rate 0.64% among 370,000; TR-FRET IN-LEDGF/p75 DNA integration, Eu/Cy5; inhibition, % at 3.7 µM; AID 743269;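 active = inhibition above the screen-wide mean plus 3 SD, cut at about 13% in these data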;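 also: signal is the Cy5 over europium emission ratio at 671 and 618 nm; 0% = plate median of compound wells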
TCR CD3 inh: human TCR-CD3 binding inhibition | TAMRA-labeled TCR probe fluorescence, biochemical | hit rate 0.37% among 360,000 | inhibition, % at 9.4 µM; in the data active = inhibition above about 19%;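 also: recombinant mutant TCR 2C K166C tagged with TAMRA read by polarization; 0% = receptor in buffer alone and 100% = receptor with positive control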
UHRF1 binding: UHRF1 methyl-DNA binding inhibition; UHRF1 binding to methylated oligo, TR-FRET; inhibition, % at 4.4 µM; hit rate 0.75% among 370,000; in the data active = inhibition above about 21%;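 also: UHRF1 SRA domain binding a hemimethylated CpG hairpin DNA probe; 0% = median of test compound wells and 100% = reference inhibitor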
Target sequence (Q96T88 whole entry, looked up, the tested form may be a part): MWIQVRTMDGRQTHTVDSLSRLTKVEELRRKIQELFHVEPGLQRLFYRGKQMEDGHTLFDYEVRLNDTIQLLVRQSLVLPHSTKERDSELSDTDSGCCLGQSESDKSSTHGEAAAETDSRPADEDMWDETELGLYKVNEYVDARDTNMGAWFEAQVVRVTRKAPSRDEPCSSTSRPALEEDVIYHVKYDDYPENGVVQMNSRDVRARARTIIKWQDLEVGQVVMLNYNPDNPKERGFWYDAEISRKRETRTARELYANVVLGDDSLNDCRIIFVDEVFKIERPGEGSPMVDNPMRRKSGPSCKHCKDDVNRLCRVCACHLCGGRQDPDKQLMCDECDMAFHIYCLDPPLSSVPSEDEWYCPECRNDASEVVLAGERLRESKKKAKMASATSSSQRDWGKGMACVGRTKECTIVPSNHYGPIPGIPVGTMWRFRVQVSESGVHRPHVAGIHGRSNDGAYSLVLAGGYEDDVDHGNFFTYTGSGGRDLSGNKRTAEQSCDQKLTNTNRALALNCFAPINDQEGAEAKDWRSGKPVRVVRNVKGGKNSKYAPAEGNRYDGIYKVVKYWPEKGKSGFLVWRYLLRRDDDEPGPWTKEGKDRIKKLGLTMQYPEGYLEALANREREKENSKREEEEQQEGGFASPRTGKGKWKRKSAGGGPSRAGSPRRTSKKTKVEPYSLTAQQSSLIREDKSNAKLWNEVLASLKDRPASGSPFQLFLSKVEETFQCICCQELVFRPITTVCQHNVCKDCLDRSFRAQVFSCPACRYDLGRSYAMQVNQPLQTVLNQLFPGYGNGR
PG9 Ab binder: PG9 antibody binding by small molecule | TR-FRET gp120-PG9 antibody binding | inhibition, % at 6.7 µM | hit rate 0.43% among 360,000 | AID 624416; in the data active = inhibition above about 8.5%
mABHD4 FP: ABHD4 (mouse) inhibition, primary FP screen; Q8VD66; purified mABHD4, FP-Rh probe fluorescence polarization; inhibition, % at 8.92 µM; hit rate 0.54% among 370,000; AID 720543;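 active = inhibition exceeding the mean over every tested compound plus 3 SD, cut at about 30% in these data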;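 also: 0% = plate median of compound wells and 100% = S159A mutant with DMSO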
Target sequence (Q8VD66 whole entry, looked up): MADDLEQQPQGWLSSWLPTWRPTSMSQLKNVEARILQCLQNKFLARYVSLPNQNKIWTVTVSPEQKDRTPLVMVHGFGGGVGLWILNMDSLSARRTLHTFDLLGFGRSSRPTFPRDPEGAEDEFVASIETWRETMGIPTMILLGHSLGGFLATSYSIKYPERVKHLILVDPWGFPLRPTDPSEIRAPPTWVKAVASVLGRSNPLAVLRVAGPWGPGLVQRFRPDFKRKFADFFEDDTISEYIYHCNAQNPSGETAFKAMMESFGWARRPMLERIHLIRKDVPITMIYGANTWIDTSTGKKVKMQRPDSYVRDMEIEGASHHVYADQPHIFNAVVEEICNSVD
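Test system: mABHD4 protein | Buffer or medium: HEPES pH 7.0 buffer, 150 mM NaCl, 0.01% Pluronic F-127 | Probe or stimulus: FP-Rh fluorescent activity-based probe, added after compound pre-incubation | Timing: Pre-incubation 45 min, probe exposure 60 min, at 25 °C | Technique: Fluorescence polarization, excitation 525 nm, emission 598 nm, BODIPY TMR filters | Repeats: Single well per compound (singlicate)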
Tn7 DDE FP: disrupts Tn7 cyclic peptide binding to fibrin D-Dimer-E complex. FP displacement of FITC-Tn7 peptide from fibrin DD(E); 0% = median of compound wells per plate. inhibition, % at 8.3 µM. hit rate 0.13% among 370,000. AID 720508;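 active = inhibition above the mean of compounds falling within the control limits plus 3 SD of them, cut at about 14% in these data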;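 also: 0% = plate median of compound wells and 100% = 10 µM Aha-Tn7 peptide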
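Assay system: human fibrin DD(E) protein / Input: 2 µM fibrin DD(E) / Benchmarks: high control of 10 µM Aha-Tn7 peptide / Measured by: fluorescence polarization of the labelled Tn7 tracer / Medium: Tris buffer with calcium and detergent, pH 7.8 / Timing: 10 min compound pre-incubation, 3 h probe incubation at room temperature / Repeats: one replicate per compound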
TDP2 inh: blocks human TDP2 phosphodiesterase activity. O95551. recombinant TDP2, T5PNP hydrolysis, p-nitrophenol absorbance 415 nm. inhibition, % at 12.8 µM. hit rate 0.34% among 370,000. AID 720702;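 active = inhibition above the mean of all tested compounds plus 3 SD, set per campaign, cut at about 25% in these data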;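 also: 0% = DMSO with enzyme and 100% = buffer with substrate but no TDP2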
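Incubation: 2 h at 37 °C; Test system: recombinant human TDP2; Quantity: enzyme 120 nM; Read-out basis: percent inhibition; Medium: 50 mM Tris-HCl pH 7.5 with Mg2+, KCl, DTT, BSA; Repeats: single replicate; Compound: 12.8 µM single point, 1% DMSO; Signal: epi absorbance; Reagent: 5 mM T5PNP chromogenic substrate; Benchmarks: no-enzyme high, DMSO-plus-enzyme low.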
* hit, by the source's call; · = not tested or not shown.

PRMT1 FP inh	HTRA1 inh	SIAE primary	LEDGF integ inh	TCR CD3 inh	UHRF1 binding	PG9 Ab binder	mABHD4 FP	Tn7 DDE FP	TDP2 inh	smiles
1.7	-32.0	0.7	-1.6	-3.5	-0.1	-1.1	-10.5	-3.3	6.4	CS(=O)(=O)N(Cc1ccc(Cl)cc1)c1ccc(C(=O)NCCSCc2ccco2)cc1
8.0	-1.2	-4.2	1.5	1.6	18.1	0.7	-6.7	1.8	-8.4	O=C(O)C(c1ccccc1)N1CCCC1 (centres undefined)
-4.6	1.0	8.4	2.9	5.9	0.0	-1.9	-2.3	-12.6	1.3	FC(F)(F)c1cc(-c2ccco2)nc(N2CCN(c3ccccc3)CC2)n1
-2.1	-2.2	0.5	-2.7	-4.4	0.2	-1.3	1.4	3.8	12.2	c1ccc(NN=C(c2ccccc2)c2cccs2)cc1
4.1	4.9	4.5	3.0	-0.2	4.2	-0.1	2.5	-2.8	-1.0	CC(=O)C[C@H]1c2ccccc2S(=O)(=O)N1c1ccccc1
-0.9	5.6	1.2	-2.8	4.1	1.3	-7.5	5.9	6.7	4.0	O=c1c(-c2cccc(Cl)c2)c[nH]n1-c1ccccc1
-0.6	1.8	-3.1	-2.8	-3.1	0.8	0.1	-1.8	-1.8	9.0	COc1ccc(CN2CCOCCOCCOCCOCC2)cc1
13.4	-26.7	-53.2	2.2	-2.7	-1.1	5.4	-50.7	4.2	-3.7	Cc1csc(NC(=O)CSc2nc3sc(C)c(C)c3c(=O)[nH]2)n1
-0.7	-8.2	-15.1	1.8	1.3	0.1	-1.4	-8.2	1.6	-1.3	CC(=O)c1c(C)[nH]c(C(=O)Nc2ccc(Cl)c(S(=O)(=O)N3CCOCC3)c2)c1C
-1.6	-7.0	1.5	-0.7	4.8	1.7	1.4	3.8	3.3	3.2	Cc1ccc(N(CCC#N)C(=O)COC(=O)c2ccccc2SCC(=O)N2CCCC2)cc1
-2.1	-23.6	-3.0	0.3	-2.9	1.8	-2.2	5.1	0.5	3.0	CCOc1ccc(CN(C)C(=O)CCc2ccc(S(=O)(=O)N3CCCCCC3)cc2)cc1
3.2	0.3	-1.4	4.4	3.7	2.1	-2.9	4.9	-1.9	-1.3	COc1ccc(N(CC(=O)N2CCOCC2)S(=O)(=O)c2ccccc2)cc1Cl
-3.1	-3.5	3.1	1.3	0.1	-2.3	0.8	1.7	5.4	10.8	CCOc1ccc2[nH]c(=O)c(CN(CCc3ccccc3)C(=O)N3CCOCC3)cc2c1
5.3	-4.2	3.8	-3.9	-5.1	17.9	0.9	12.3	-2.2	-0.7	O=S(=O)(c1cccc(Br)c1)N1CCN(c2ncnc3scc(-c4ccccc4)c23)CC1
0.8	-17.4	4.4	-2.2	-4.3	0.8	1.6	-2.4	-2.3	-3.3	CCOc1ccc(/C=N/NC(=O)c2ccccc2Cl)cc1CN1CC2CC(C1)c1cccc(=O)n1C2 (centres undefined)
-1.5	1.4	-5.8	3.8	5.1	-3.5	0.2	-7.2	-6.3	9.0	CC(C)(C)NC(=O)Cn1nc(C(F)(F)F)c2c1CCCC2
0.3	-7.3	8.3	-0.7	6.7	-4.2	-2.0	-10.7	-4.6	-2.5	O=C(NCc1cccnc1)c1ccc(COc2ccccc2Cl)cc1
4.2	-9.4	-4.7	-1.8	1.5	0.3	0.9	-2.8	2.7	-8.4	O=C(COC(=O)Cc1ccsc1)NCC12CC3CC(CC(C3)C1)C2
-1.7	7.8	3.6	2.3	6.4	-0.3	1.3	0.6	-4.2	5.7	O=C(NNc1ccc([N+](=O)[O-])cc1)C1CC2CCCC(C1)C2=O (centres undefined)
2.2	-1.1	5.5	-2.3	-2.7	-1.3	-0.6	6.5	7.9	0.9	COc1ccc2[nH]c3c(c2c1)CCN1C(=O)N([C@@H](C)C(=O)NC2CCCC2)C(=O)[C@]31C

PRMT1 FP inh	HTRA1 inh	SIAE primary	LEDGF integ inh	TCR CD3 inh	UHRF1 binding	PG9 Ab binder	mABHD4 FP	Tn7 DDE FP	TDP2 inh	smiles
-1.7	-8.4	-0.8	3.7	3.9	0.4	-1.6	6.9	-5.0	-8.8	CCC1=C(OC(=O)N(CC)CC)N2C(=O)OC(=NCC3CC3)[C@]2(C)[C@H]2C1=CC[C@H]1C(=O)NC(=O)[C@H]12
-1.8	10.6	-12.3	0.0	1.8	-2.6	0.9	2.5	2.8	-4.0	CN(C)S(=O)(=O)c1ccc(Cl)c(NC(=O)c2ccncc2)c1
10.0	15.9	12.6	-2.6	1.8	-2.7	-2.7	19.3	-0.6	1.5	Cc1ccc(S(=O)(=O)c2cc(Nc3ccccc3)ccc2O)cc1
-1.0	-1.8	1.0	1.5	-4.5	3.7	-1.7	-3.9	2.5	2.4	COc1cccc(CNC(=O)CSc2nc3ccc(C)cc3[nH]2)c1
-0.8	-23.1	3.3	-1.7	3.8	40.1*	1.1	-5.4	4.5	-13.6	O=C(c1ccc(C(F)(F)F)cc1)N1CCC(=O)N(C(COCc2ccccc2)Cc2ccccc2)CC1 (centres undefined)
5.2	-61.0	-5.3	-3.4	-3.8	2.2	-0.6	-5.9	4.2	-4.9	COc1cc(NC(=S)N2CCC(C(O)(c3ccccc3)c3ccccc3)CC2)cc(OC)c1
-0.9	5.9	0.6	-5.1	6.7	2.2	-1.1	-0.2	-2.5	-5.5	Cn1c(-c2cccc3ccccc23)n[nH]c1=S
3.7	-7.0	0.2	-3.4	-7.7	0.7	0.3	-4.3	6.1	0.5	Cc1ccc(NC(=O)CSc2nncs2)cc1Cl
-0.6	-6.5	-3.8	1.8	5.0	2.6	-1.8	-5.9	-1.9	4.1	O=C(Nc1nc2nc(-c3ccccc3)cc(=O)n2[nH]1)c1ccccc1
0.9	3.2	-5.7	-2.3	-3.3	3.0	1.4	1.9	6.0	1.6	Cc1ccc(C)c(C(C)NC(=O)C2CCCC2)c1 (centres undefined)
1.1	-22.0	-4.3	-0.1	-7.2	0.0	-0.4	-10.6	-1.8	3.8	O=C(CSCc1cccc(Br)c1)N/N=C/c1ccc2c(c1)OCO2
-4.1	0.0	0.9	4.9	8.5	0.7	0.6	-2.5	-3.9	-0.2	CCC(=O)N1CCc2cc(Br)cc(S(=O)(=O)N3CCC(C(=O)NC(C)(C)C)CC3)c21
-0.3	-6.5	0.5	2.2	5.0	-1.4	-1.1	-7.4	-2.0	4.4	C/C(=N\OCC(=O)N/N=C/c1ccccc1)c1cccs1
-2.8	-5.4	2.6	1.6	-2.1	0.8	-1.2	-1.2	-5.6	12.4	COc1ccc(C(=O)N2CCCc3ccccc32)cc1OC
-4.1	-11.0	0.9	-3.1	12.5	-0.6	0.3	1.6	-0.9	-1.2	C=CCNC(C(=O)Nc1cccc(OC)c1)c1ccccc1 (centres undefined)
2.1	-6.8	5.2	0.0	-5.5	3.5	1.5	2.5	0.3	-7.6	Nc1ccccc1-c1nc2ccccc2[nH]1
4.9	-5.2	0.7	-1.0	2.4	4.5	1.3	7.6	0.4	4.0	Cc1ccc(S(=O)(=O)NC(=O)CSc2nc3ccccc3s2)cc1
2.3	-0.6	2.0	0.9	-0.5	-0.7	-1.0	1.5	-3.2	15.7	CN(CC(=O)Nc1ccc(Cl)cc1)C(=O)CCc1ccccc1
-1.7	7.5	-2.2	5.2	4.7	-4.5	-0.8	2.7	5.3	-18.1	Cc1nc(NC(=O)COC(=O)CCS(=O)(=O)c2ccccc2Cl)c(Cl)cc1Cl
4.6	1.1	10.9	-5.0	-5.4	0.7	2.8	-3.8	7.9	3.2	O=C(CN(C(=O)CNS(=O)(=O)c1ccccc1)c1ccc(F)cc1)NCc1ccco1

2 records picked at random from the list so far, as already listed:
PRMT1 FP inh	HTRA1 inh	SIAE primary	LEDGF integ inh	TCR CD3 inh	UHRF1 binding	PG9 Ab binder	mABHD4 FP	Tn7 DDE FP	TDP2 inh	smiles
0.9	3.2	-5.7	-2.3	-3.3	3.0	1.4	1.9	6.0	1.6	Cc1ccc(C)c(C(C)NC(=O)C2CCCC2)c1 (centres undefined)
-1.7	7.5	-2.2	5.2	4.7	-4.5	-0.8	2.7	5.3	-18.1	Cc1nc(NC(=O)COC(=O)CCS(=O)(=O)c2ccccc2Cl)c(Cl)cc1Cl

Among those listed so far, three have bromine:
PRMT1 FP inh	HTRA1 inh	SIAE primary	LEDGF integ inh	TCR CD3 inh	UHRF1 binding	PG9 Ab binder	mABHD4 FP	Tn7 DDE FP	TDP2 inh	smiles
5.3	-4.2	3.8	-3.9	-5.1	17.9	0.9	12.3	-2.2	-0.7	O=S(=O)(c1cccc(Br)c1)N1CCN(c2ncnc3scc(-c4ccccc4)c23)CC1
1.1	-22.0	-4.3	-0.1	-7.2	0.0	-0.4	-10.6	-1.8	3.8	O=C(CSCc1cccc(Br)c1)N/N=C/c1ccc2c(c1)OCO2
-4.1	0.0	0.9	4.9	8.5	0.7	0.6	-2.5	-3.9	-0.2	CCC(=O)N1CCc2cc(Br)cc(S(=O)(=O)N3CCC(C(=O)NC(C)(C)C)CC3)c21

(further entries)
PRMT1 FP inh	HTRA1 inh	SIAE primary	LEDGF integ inh	TCR CD3 inh	UHRF1 binding	PG9 Ab binder	mABHD4 FP	Tn7 DDE FP	TDP2 inh	smiles
-2.9	-11.9	-0.7	0.9	1.4	-1.8	0.2	-5.7	6.3	5.0	Cn1ccc(NC(=O)Nc2ccc(Cl)cc2Cl)n1
1.8	·	-2.8	2.1	0.6	4.0	3.7	-2.0	-9.7	-8.4	CCC(C(=O)NC1CCCC1)n1c(C2CCCC2)nc2ccccc21 (centres undefined)
2.9	1.1	-2.1	0.2	-5.6	1.9	1.2	3.3	1.4	1.2	CCOc1ccc(-n2c(-c3ccc(Br)cc3)c[n+]3c2CCCCC3)cc1
41.2*	3.8	0.7	0.1	-9.5	-8.7	-0.5	-3.2	4.0	3.1	Cc1cc(C)nc(N2N=C(C(C)(C)C)CC2=O)n1
2.5	-9.4	-0.6	-2.7	0.7	0.8	-0.4	5.2	-0.9	0.5	NC(=O)c1nsc(C(=O)N(Cc2ccc(F)cc2)C(C(=O)NC2CCCC2)c2ccco2)c1N (centres undefined)
2.2	-13.2	6.3	2.0	-4.0	1.2	-0.1	-0.4	-0.5	-4.6	COC(=O)c1ccc(COC(=O)C(NC(=O)Cc2ccccc2)C(C)C)cc1 (centres undefined)
6.0	-1.5	-0.8	87.2*	2.4	2.2	0.1	-4.3	-3.4	4.0	Nc1ccccc1C(O)(Cc1ccccc1)c1ccccc1 (centres undefined)
-0.7	-22.6	-10.2	0.2	-5.8	-0.4	-2.9	-3.6	6.4	-2.8	O=C(N/N=C/c1ccncc1)c1cccc(NC(=O)c2ccc(Cl)cc2)c1
2.1	-0.9	-0.8	-7.3	-0.1	1.6	0.7	1.9	3.1	-11.8	COc1ccc(CNC(=O)C2(CC(=O)NC(C)(C)C)CCCC2)cc1
